# Source: PubChem
# VIM-2 inh: blocks Pseudomonas aeruginosa VIM-2 metallo-beta-lactamase. purified VIM-2, nitrocefin hydrolysis, epi-absorbance fluorescence. inhibition, % at 5.6 µM. hit rate 0.89% among 290,000. AID 1527;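 active = inhibition above the mean of all tested compounds plus 3 SD, cutoff set per screening run, cut at about 7.5% in these data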;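 also: red hydrolysis product quenches plate fluorescence so inhibitors raise well fluorescence; 0% = enzyme with DMSO and 100% = DMSO without enzyme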
# PHOSPHO1 inh: blocks human PHOSPHO1 phosphatase activity | inhibition, % at 13.3 µM | Q8TCT1 | recombinant PHOSPHO1, absorbance phosphatase assay | hit rate 1.1% among 290,000; in the data active = inhibition above about 60%
# IMP-1 inhibitor: inhibitors of Pseudomonas aeruginosa IMP-1 metallo-beta-lactamase; purified IMP-1, nitrocefin hydrolysis, epi-absorbance fluorescence; inhibition, % at 5.6 µM; hit rate 0.45% among 290,000;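 active = inhibition above the mean plus 3 SD of all compounds in the same screening run, cut at about 4.5% in these data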;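 also: 0% = IMP-1 with DMSO and 100% = DMSO wells lacking enzyme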
#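 Assay system: purified recombinant IMP-1 beta-lactamase. Input: IMP-1 0.2 nM before substrate addition. Buffer or medium: Zinc- and detergent-supplemented HEPES buffer, pH 7.1. Schedule: 25 °C, 15 min preincubation, 25 min reaction. Signal: Epi-absorbance fluorescence, 480 nm excitation, 530 nm emission. Evaluation: percent inhibition from optical density relative to buffer-blank wells.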
# p-CIP stab down: p/CIP protein destabilization. F442A p/CIP-EGFP cells, EGFP fluorescence, 16 h. Q05BA5. hit rate 0.01% among 290,000. decrease of EGFP signal, % at 10 µM. AID 1984;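 active = EGFP signal decrease of at least 30% at 10 µM or well 3 SD below plate mean, unless failing retest; inactive = the rest, including hits failing retest or dose response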; also: some compounds called inactive have numbers as strong as hits; many of its hits are not listed in these tables
# IDE cell activ: boosts human insulin-degrading enzyme activity in HEK cells. AID 493087. P14735. FAbeta-B cleavage, fluorescence polarization; 0% vehicle, 100% cell-free pure enzyme wells. activation, % at 5.96 µM. hit rate 0.073% among 340,000;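 active = activation above the mean of all tested compounds plus 3 SD, set per screening campaign, cut at about 17% in these data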
# Target sequence (P14735 whole entry, looked up): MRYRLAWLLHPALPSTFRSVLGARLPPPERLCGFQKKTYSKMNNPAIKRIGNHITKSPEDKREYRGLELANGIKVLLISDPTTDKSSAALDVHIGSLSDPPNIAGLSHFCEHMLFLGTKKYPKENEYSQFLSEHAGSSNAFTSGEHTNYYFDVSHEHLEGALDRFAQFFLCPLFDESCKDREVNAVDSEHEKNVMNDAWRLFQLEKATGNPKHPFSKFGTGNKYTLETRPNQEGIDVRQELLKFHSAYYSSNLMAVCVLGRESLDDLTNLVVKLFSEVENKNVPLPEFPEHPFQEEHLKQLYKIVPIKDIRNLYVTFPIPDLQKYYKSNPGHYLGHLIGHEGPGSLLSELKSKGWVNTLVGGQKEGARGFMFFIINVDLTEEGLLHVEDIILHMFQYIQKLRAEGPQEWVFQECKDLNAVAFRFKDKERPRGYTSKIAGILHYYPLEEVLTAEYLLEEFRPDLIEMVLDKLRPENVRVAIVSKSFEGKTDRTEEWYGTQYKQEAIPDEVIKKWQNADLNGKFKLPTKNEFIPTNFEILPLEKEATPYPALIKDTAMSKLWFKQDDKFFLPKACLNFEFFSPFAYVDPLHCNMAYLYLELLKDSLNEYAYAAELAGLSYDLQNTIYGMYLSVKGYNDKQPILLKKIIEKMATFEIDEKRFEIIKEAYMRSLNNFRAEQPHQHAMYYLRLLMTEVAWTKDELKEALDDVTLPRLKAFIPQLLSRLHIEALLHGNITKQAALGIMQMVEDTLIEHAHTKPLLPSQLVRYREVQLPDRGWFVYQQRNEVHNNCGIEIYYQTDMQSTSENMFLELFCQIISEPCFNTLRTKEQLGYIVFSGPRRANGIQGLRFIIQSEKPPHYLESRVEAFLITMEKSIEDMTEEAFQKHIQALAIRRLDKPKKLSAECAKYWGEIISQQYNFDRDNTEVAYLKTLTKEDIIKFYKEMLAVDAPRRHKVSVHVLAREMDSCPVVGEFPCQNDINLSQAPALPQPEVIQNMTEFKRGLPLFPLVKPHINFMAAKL
# HCV NS3 hel inh: HCV NS3 helicase inhibition | inhibition, % at 10.9 µM | hit rate 0.56% among 290,000 | NS3 helicase DNA unwinding, Cy5 molecular beacon fluorescence;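 active = inhibition above the mean of all tested compounds plus 3 SD, set per campaign, cut at about 35% in these data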;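 also: 0% = DMSO wells and 100% = thioflavine S control wells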
#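 Control set: DMSO versus 110 µM thioflavine S; Material: NS3 helicase fragment of HCV; Measured by: Cy5 fluorescence at 0 and 60 min, beacon hairpin quenching; Read-out basis: percent inhibition from t60/t0 fluorescence ratio; Times: reaction time 60 min, 25 °C; Repeats: single replicate; Compound dosing: single dose, 10.9 µM nominal final, DMSO 0.8% final.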
# MEKK3 PB1 HTS: modulators (inhibitors or enhancers) of MEK5 binding to human MEKK3 PB1 domain. Q99759. bead-based flow cytometry, Alexa488-MEK5 binding to MEKK3; actives lie on both sides; 0 = blocked by unlabeled MEK5, 100 = vehicle. binding response (% of control), % at 10 µM. hit rate 1.4% among 290,000. AID 1529;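 active = binding response more than 3 SD above or below the average of its plate-row segment, actives on both sides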;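 also: Alexa488 bead fluorescence after subtracting the streptavidin-only scavenger bead signal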
# SUMO HTRF inh: inhibitors of human SUMOylation (UBC9); P63279; HTRF SUMOylation assay, SAE1/SAE2 + UBC9, in vitro; inhibition, % at 35 µM; hit rate 0.36% among 290,000; in the data active = inhibition above about 50%, passing the limit was not always enough; also: strong numbers were not always called active
# FID counter: fluorescent intercalator displacement, NS3 helicase counter-screen. DNA fluorescent intercalator displacement, fluorescence. inhibition, % at 7.9 µM. hit rate 0.17% among 290,000. AID 1845; in the data active = inhibition above about 37%;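 also: 0% = vehicle and 100% = reference compound; higher means more ethidium bromide displaced from hairpin DNA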
# Active calls of the source: *; . = not tested or not shown. An excerpt; the hit share may differ from the screen's.
# Sequence of screens: VIM-2 inh	PHOSPHO1 inh	IMP-1 inhibitor	p-CIP stab down	IDE cell activ	HCV NS3 hel inh	MEKK3 PB1 HTS	SUMO HTRF inh	FID counter
- CN1C(=O)C(O)(CC(=O)/C=C/c2ccco2)c2cc(Br)ccc21 (stereo not given)
  -0.5	34.2	-1.4	-12.1	5.2	-4.1	77.0	29.0	-9.9
- O=C(NCCCN1CCOCC1)C(=O)N/N=C/c1cccc2ccccc12
  -4.4	15.9	-3.4	-4.7	5.7	-12.2	105.0	25.0	2.8
- O=C(CSc1ncccn1)N/N=C/c1cccs1
  -0.9	-0.4	-1.9	1.9	8.0	-4.2	113.0	8.9	-1.5
- Cc1ccc(NC(=S)Nc2cccnc2)c(S(=O)(=O)N2CCCCC2)c1
  -3.0	56.6	-1.5	-11.8	6.7	4.9	117.0	10.3	-7.6
- COc1ccc(NC(=O)c2ccc3c(c2)CCN3S(=O)(=O)c2ccccc2)cc1
  -5.3	18.4	-0.5	0.3	5.0	-7.2	104.0	-13.3	-20.0
- CCOc1ccc(C2c3c(oc4cc(C)c(C)cc4c3=O)C(=O)N2CCCN(C)C)cc1OC (stereo not given)
  -0.9	2.1	-4.5	-20.2	5.8	1.4	101.0	21.3	-12.2
- CC1(C)CC(=O)C(N=Nc2cc(C(F)(F)F)ccc2Cl)=C(O)C1
  3.8	-24.2	-2.9	1.0	4.8	-4.4	99.0	-4.0	-0.6
- CCCCOc1ccc(OCCSc2nc3ccccc3n2CC(=O)O)cc1
  1.0	-12.2	-0.7	10.7	3.6	13.4	99.0	-2.0	-16.3
- Cc1cc(C)n(-c2ccc(C(=O)NCc3cccs3)cc2)n1
  3.1	-5.5	0.6	5.4	-2.0	-1.7	100.0	-0.2	-12.1
- COc1nc(Nc2cccc(F)c2)nc(OC)n1
  0.8	3.1	-3.2	-10.3	4.8	-2.7	101.0	4.5	-5.9
- COc1ccccc1N=CC1=C(O)CC(c2ccccc2)CC1=O (stereo not given)
  -1.4	0.8	-2.4	-16.0	5.6	8.5	96.0	9.6	-10.4
- O=C(O)/C=C/c1cccc(NC(=O)Nc2ccc([N+](=O)[O-])cc2)c1
  -3.7	22.2	-2.4	-11.9	3.3	6.8	95.0	1.1	-8.4
- COc1cc(C=Nc2c(C)cc(C)cc2C)ccc1OC(C)=O
  -2.3	-1.5	-3.5	-30.1	1.4	-4.0	108.0	10.7	-1.3
- CC1=CC(C)(C)N(C(=O)CSc2nnc(N)s2)c2cc(C)c(C)cc21
  -2.1	24.2	-3.3	-12.9	-0.4	8.1	96.0	-0.5	-33.6
- COCCNCCCCOc1ccccc1-c1ccccc1
  -2.0	-5.1	-0.6	-3.8	-4.0	-1.6	98.0	-4.2	13.1
- CN(Cc1cccc(F)c1)C(=O)C(c1ccccc1)c1ccccc1
  -2.2	6.5	-3.1	-1.2	0.2	-6.2	95.0	4.7	-35.2
- CNC(=S)NNC(=O)c1cccc(N(C)C)c1
  -3.4	22.6	-2.8	-9.0	5.5	-14.3	100.0	21.5	-1.2
- COCCN(C(=O)CN1CCCc2ccccc21)c1c(N)n(Cc2ccccc2)c(=O)[nH]c1=O
  0.7	47.3	-1.0	-12.1	13.4	-4.0	66.0	1.9	-2.8
- Cc1ccc(NC(=O)c2ccc3c(c2)CCN3S(C)(=O)=O)cc1C
  -0.7	8.3	-2.6	-3.6	-0.3	-6.1	100.0	12.9	-25.8
- O=C(Nc1cccnc1)c1ccc(Cl)c(S(=O)(=O)N2CCOCC2)c1
  -1.8	18.7	-1.1	4.2	-1.8	-0.8	100.0	1.4	-6.7
- O=C(c1ccc(S(=O)(=O)c2ccccc2)cc1)N1CCCCCC1
  1.6	-0.9	-4.8	-10.1	5.6	7.6	101.0	3.6	-20.4
- COc1cccc(CC2(CO)CCCN(Cc3cnn(-c4ccccc4)c3)C2)c1 (stereo not given)
  -6.3	40.8	-1.3	2.1	-1.5	-6.4	103.0	0.6	29.2
- CCNS(=O)(=O)c1cc(OC)ccc1OC
  -1.6	9.4	-4.1	4.2	3.2	-0.3	106.0	7.6	37.9*
- c1ccc(NNC2=NCCCCC2)cc1
  -2.5	56.5	-2.8	-2.9	-2.2	5.0	103.0	15.0	-7.0
- Cc1ccc(S(=O)(=O)c2nc(-c3ccccc3)oc2NCCN2CCOCC2)cc1
  0.6	33.9	-2.8	-1.4	-3.6	8.0	103.0	19.4	-0.8
- Cc1cc(Cl)ccc1NNC(=O)c1snnc1C
  0.1	-32.1	-0.7	7.5	-1.4	-16.5	77.0	6.8	-3.2
- Cc1occc(=O)c1OCc1ccc(Cl)cc1Cl
  -2.9	30.8	-1.8	0.2	4.9	8.3	100.0	11.8	-11.5
- COc1ccc(-c2cc(-c3ccccc3)nc(SC(C)C(=O)O)c2C#N)cc1 (stereo not given)
  2.5	24.3	-1.3	-1.4	3.9	23.2	97.0	24.0	-8.0
- NS(=O)(=O)c1cccc(NC(=O)Nc2ccc(Cl)cc2)c1
  0.7	24.0	-1.6	-6.6	0.4	-5.1	104.0	5.8	3.9
- CC(=O)Nc1cccc(CP(=O)(c2ccccc2)c2ccccc2)c1
  0.1	35.8	-1.0	-5.6	7.3	2.6	97.0	15.9	-9.2

# Carrying on:
# Sequence of screens: VIM-2 inh	PHOSPHO1 inh	IMP-1 inhibitor	p-CIP stab down	IDE cell activ	HCV NS3 hel inh	MEKK3 PB1 HTS	SUMO HTRF inh	FID counter
- Cc1ccc(OCCNC(=O)c2cccc(C)c2)cc1
  -0.9	13.8	-3.3	-18.1	4.1	3.0	106.0	24.2	-15.1
- CC(=O)c1sc(Nc2ccccn2)nc1C
  0.1	-8.7	-2.5	-2.6	0.5	-2.5	100.0	14.7	-4.3
- O=C1CC(c2ccc(O)c(O)c2)Oc2cc(O)cc(O)c21 (stereo not given)
  .	-9.6	.	-3.6	2.8	.	107.0	4.9	.
- COc1ccc(CNC(=O)CSCc2ccccc2Cl)cc1
  -3.1	-6.8	-1.8	-16.8	1.2	-0.5	128.0*	-15.7	-11.2
- Cc1cc(C)n(-c2ncc(-c3ccccc3)nn2)n1
  0.2	0.7	-2.8	-7.1	2.1	3.2	104.0	7.0	-8.2
- O=S(=O)(c1ccc2nc(Cc3ccccc3)[nH]c2c1)N1CCOCC1
  -3.6	-16.2	-1.6	-1.3	2.7	5.4	107.0	3.7	1.6
- Cc1oc(C)c2c(=O)ccc3c(c12)OC(N)=C(C#N)C3c1ccccc1 (stereo not given)
  -2.3	1.8	-1.3	-19.4	-16.6	28.7	101.0	2.5	-17.9
- CCCCn1c(-c2ccc(Cl)c(Cl)c2)nc2cc3[nH]c(=O)c(C(C)C)nc3cc21
  -2.6	9.6	-3.3	-4.4	2.1	16.5	97.0	14.2	-34.8
- CCOc1ccccc1C(=O)NCC(=O)OCC(=O)NCCc1ccc(S(N)(=O)=O)cc1
  -2.1	27.5	-2.1	-0.2	1.8	6.7	95.0	17.7	-15.7
- Cc1ccc(C)c(NS(=O)(=O)c2cc(C(=O)NCCC3=CCCCC3)ccc2C)c1
  -0.2	-15.0	-2.2	-0.6	1.5	6.4	89.0	-9.9	-15.2
- CCN1CCc2c(OCC(=O)N3CCCc4ccccc43)cccc2C1=O
  1.4	34.1	-0.2	18.9	3.5	-4.3	102.0	0.7	-25.2
- O=C(c1ccc([N+](=O)[O-])cc1)N1CCN(Cc2ccccc2)CC1
  -2.8	-32.4	-1.7	-4.1	-1.3	-4.6	96.0	-1.2	-4.0
- O=C(Nc1ccccc1Oc1cccnc1)C1CCCN(Cc2cccc(Cl)c2)C1 (stereo not given)
  0.1	34.4	2.2	1.6	3.2	19.2	92.0	-1.1	13.9
- CCOC(=O)C1CCN(Cc2ccc(OC)cc2OC)CC1
  0.0	19.9	-1.5	-22.5	6.0	5.3	100.0	7.6	3.9
- O=C(NC1CCCCCC1)c1ccc(OCC2CCCO2)cc1 (stereo not given)
  -3.7	51.4	-3.0	-2.0	1.3	-0.3	102.0	3.8	-23.4
- CC(C)OCCCNC(=O)c1ccc(Br)cc1
  -2.0	-11.4	-2.1	-3.1	4.5	3.3	96.0	-12.4	-1.2
- Cc1ccc(-c2nnc(SCC(=O)NNC(=O)COc3ccccc3C)n2C)cc1
  1.4	1.4	-1.4	-7.4	-1.3	1.7	93.0	2.9	-7.3
- Cc1cc(C)nc(N2CCCC(C(=O)Nc3nnc(C)s3)C2)n1 (stereo not given)
  -4.1	3.7	-2.9	8.3	6.8	7.4	101.0	15.5	-8.5
- CCOC(=O)c1c(C)[nH]c(C(=O)OCC(=O)Nc2ccc(OCC)cc2)c1C
  -1.8	-1.4	-1.5	-8.8	7.9	-3.1	102.0	5.3	-1.9
- O=C(NCc1nc2ccccc2[nH]1)C1=C[C@@H](c2ccccc2)C[C@@H](OCc2ccc(CO)cc2)O1
  -3.5	17.7	-2.2	-9.3	1.6	-1.8	108.0	1.5	-19.8
- CCOC(=O)c1ccc(S(=O)(=O)NCCN2CCOCC2)cc1
  -2.5	16.1	-1.8	-10.1	1.6	6.5	94.0	8.0	-2.3
- CC(C)c1ccc(/C=C/C(=O)Nc2nncs2)cc1
  -3.2	-9.0	-3.6	10.1	-2.3	-1.4	106.0	0.3	-8.7
- O=[N+]([O-])c1ccc(N2CCN(S(=O)(=O)c3ccccc3[N+](=O)[O-])CC2)cc1N1CCc2ccccc2C1
  -4.6	-3.4	-4.5	0.3	-0.4	7.7	97.0	15.2	3.9
- Cc1ccc(-n2c(O)c(C=NC3CCS(=O)(=O)C3)c3ccccc3c2=O)cc1C (stereo not given)
  0.1	-4.4	-1.3	-2.8	4.5	9.7	104.0	19.9	-22.1
- CCOC(=O)c1sc(=NC(=O)c2ccc(C)cc2)n(C)c1C
  -5.1	-61.9	-0.6	-5.8	-2.6	5.0	88.0	-7.6	2.0
- COc1ccc(NCc2ccc(OC)c(OC)c2)cc1
  -4.9	8.5	-4.2	-25.3	.	-0.1	103.0	28.4	0.4
- OC[C@@H](O)C1OC2NC(=S)OC2C1O (stereo not given in full)
  -5.5	24.8	-4.2	-18.1	1.1	5.8	93.0	13.3	11.3
- CCOc1ccc(CC(=O)N2CCC3(CC2)NCCc2[nH]cnc23)cc1
  4.3	12.6	-0.6	-4.0	5.5	2.3	100.0	.	7.6
- CCN1CCc2c(sc(NC(=O)Nc3ccc(Cl)c(Cl)c3)c2C(N)=O)C1
  -0.4	7.1	1.2	-352.7	-124.0	-77.0	111.0	13.8	8.4
- Cc1cccc2cc(CN(Cc3ccccc3)C(=O)N3CCOCC3)c3nnnn3c12
  -2.9	.	-2.7	.	.	-2.5	.	.	3.6

# Given tab-delimited: 2 of the compounds above
mol	VIM-2 inh	PHOSPHO1 inh	IMP-1 inhibitor	p-CIP stab down	IDE cell activ	HCV NS3 hel inh	MEKK3 PB1 HTS	SUMO HTRF inh	FID counter
CC(C)OCCCNC(=O)c1ccc(Br)cc1	-2.0	-11.4	-2.1	-3.1	4.5	3.3	96.0	-12.4	-1.2
Cc1ccc(-c2nnc(SCC(=O)NNC(=O)COc3ccccc3C)n2C)cc1	1.4	1.4	-1.4	-7.4	-1.3	1.7	93.0	2.9	-7.3
